HTT cytoprotect – protects HTT-Q103 PC12 cells, measured by ATP; PC12 HTT-Q103 induced, cytoprotection, ATP luminescence, 40 h; Potency, µM (series often up to 56.4 µM), for inactives: cytoprotection (ATP increase), actives largely listed as activators; 230,000 tested, 0.14% active;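 further: potency means the concentration at half of the fitted maximal effect; % of control where 0% means no effect; nearly all actives have a fitted effect of over 45% in size; toxic huntingtin expression switched on by the ecdysone agonist tebufenozide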
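Quantitative HTS on tebufenozide-induced (100 nM) PC12 cells expressing HTTQ103 exon 1–GFP; compounds tested as a concentration series; survival measured via cellular ATP.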
GAA inh – alpha-glucosidase (human) inhibition; P10253; purified human GAA, 4-MU-alpha-glucoside fluorescence; Potency, µM (series often up to 76.9 µM), without a hit: at the top dose activity change, negative = inhibition, most hits filed as inhibitors; 200,000 tested, 0.005% active;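 further: potency means the concentration at half of the fitted maximal effect; plate controls were uninhibited enzyme wells for no effect and no-enzyme background for full effect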
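Fluorogenic assay: 4 nM human alpha-glucosidase with 400 uM 4-methylumbelliferyl-alpha-D-pyranoside in 50 mM citrate/phosphate, 0.005% Tween-20, pH 5.0, 20 min at room temperature. Compounds tested up to 77 uM; AC50 from Hill fits.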
GAA glycogen mod – GAA glycogen-cleavage inhibition or activation; P10253; recombinant GAA, glycogen substrate, Amplex Red glucose oxidase fluorescence; Potency, µM (titrated, usually from 76.4 µM), for inactives: top-dose activity change, negative = inhibition, most hits filed as inhibitors; 300,000 tested, 0.38% active; AID 2100;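 further: potency means the concentration at half of the fitted maximal effect; 0% = full enzyme reaction and -100% = no-enzyme basal signal; the screen sought inhibitors and activators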
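Recombinant enzyme (4 nM final) with compounds titrated up to 77 uM and bovine liver glycogen (30 ug) in citrate pH 5.0, 0.01% Tween-20, 37 C 40 min. Released glucose detected by Amplex Red/glucose oxidase (Ex 573/Em 610); AC50 from Hill fits.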
Lamin A splicing – modulators of lamin A splicing; Potency, µM (top dose mostly 46.1 µM), for inactives: at the highest dose ratio change, negative = inhibition, usual class: inhibitors; AID 1487; HeLa LMNA splicing GFP/RFP minigene ratio, 48 h; 200,000 tested, 0.01% active; active means well fitted inhibition curve with a large enough effect in the signal ratio, with a control signal flat, not every such curve was filed as active; inconclusive means small, poorly fitted or top-dose-only effect, or effect the other way, or a change in a side signal; the % refers to the signal ratio; further: potency means the concentration at half of the fitted maximal effect; on the % scale 0 is the no-effect control and ±100 the full control effect
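S3 HeLa stable clones carrying a lamin A-EGFP splicing minigene plus DsRed2 were seeded at 600 cells/well in Opti-MEM with 2% FBS, pin-dosed and incubated 48 h at 37°C. Acumen cytometry (488 nm) gave the GFP/RFP total-intensity ratio.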
aGlu spleen mod – lysosomal alpha-glucosidase (human) modulation | human spleen homogenate, 4-MU-alpha-glucoside fluorescence | Potency, µM (highest dose often 79.9 µM), for the others: top-dose activity change, negative = inhibition, actives largely listed as inhibitors | 240,000 tested, 0.006% active | AID 2112;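 further: potency means the concentration at half of the fitted maximal effect; 0% = enzyme with vehicle and -100% = no enzyme basal signal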
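Enzyme source: human spleen homogenate, 1 ug/well. Buffer 50 mM citric acid/K phosphate pH 5.0, 0.01% Tween-20. 4-MU-alpha-glucoside 1 mM; 37 C x 40 min; NaOH/glycine stop; fluorescence.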
CBFb RUNX1 block – inhibitors of human CBF-beta and RUNX1 interaction. Q01196+Q13951. AlphaScreen CBFb-His/RUNX1-biotin binding, biochemical. Potency, µM (series often up to 59.8 µM), for inactives: at the highest dose activity, negative = inhibition, actives largely listed as inhibitors. 230,000 tested, under 10 active; further: % of control where 0% means no effect
Target sequence (Q01196 whole entry, looked up): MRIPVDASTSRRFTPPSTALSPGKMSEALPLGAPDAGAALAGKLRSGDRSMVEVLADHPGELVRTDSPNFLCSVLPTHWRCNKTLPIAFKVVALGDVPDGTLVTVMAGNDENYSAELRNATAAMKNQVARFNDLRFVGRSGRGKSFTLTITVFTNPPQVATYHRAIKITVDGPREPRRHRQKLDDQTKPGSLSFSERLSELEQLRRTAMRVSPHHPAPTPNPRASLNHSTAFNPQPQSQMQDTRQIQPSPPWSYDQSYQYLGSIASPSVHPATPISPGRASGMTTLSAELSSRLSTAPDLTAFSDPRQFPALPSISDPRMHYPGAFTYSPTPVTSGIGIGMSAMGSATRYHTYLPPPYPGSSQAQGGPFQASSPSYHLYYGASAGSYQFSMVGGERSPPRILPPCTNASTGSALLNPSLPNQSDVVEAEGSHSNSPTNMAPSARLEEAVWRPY
Target sequence (Q13951 whole entry, looked up): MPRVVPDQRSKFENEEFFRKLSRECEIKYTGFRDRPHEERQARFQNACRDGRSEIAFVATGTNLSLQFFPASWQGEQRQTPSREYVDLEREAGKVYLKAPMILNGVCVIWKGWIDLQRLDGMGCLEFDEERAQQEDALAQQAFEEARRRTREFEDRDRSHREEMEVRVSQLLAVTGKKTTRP
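AlphaScreen binding: CBFb-His and RUNX1-biotin (30 nM each) preincubated 20 min, compound added for 15 min, then nickel and streptavidin beads for 90 min, all at room temperature. Disruption of the interaction by any mechanism counts as activity.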
HTT aggregate – inhibitors of mutant huntingtin aggregate formation in PC12 cells. PC12 HttQ103-GFP aggregates, Acumen cytometry, 40 h. Potency, µM (doses to about 46.1 µM), for inactives: top-dose activity change, negative = inhibition, hits mostly inhibitors. 220,000 tested, 1.1% active; further: potency means the concentration at half of the fitted maximal effect; on the % scale 0 is the no-effect control and ±100 the full control effect; nearly all actives have a fitted effect of over 60% in size
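PC12 cells stably carrying ecdysone-inducible HTT exon 1 Q103–GFP were induced with tebufenozide (100 nM final) and treated with library compounds in titration. GFP aggregates in lysates were counted by laser scanning cytometry.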
Starred values were filed as active, the others as inactive; ? = inconclusive; nt = not tested or not shown; [ ] = dose if it differs, or a comment. Unless noted, the call rests on the fitted dose curve; in most records, active means well fitted curve in the direction sought with a large enough effect; inconclusive means small, poorly fitted or top-dose-only effect, or another doubt; inactive means no such curve, though single readings can be large; an effect the other way counts as inactive or inconclusive.

Value order: aGlu spleen mod | Lamin A splicing | HTT aggregate | HTT cytoprotect | GAA inh | GAA glycogen mod | CBFb RUNX1 block
1. CCN(CC)S(=O)(=O)c1ccc(C)c(NC(=O)CSc2nc3ccccc3[nH]2)c1
    5% | ? | 3% | -2%[10 µM] | 2% | 1% | 15%
2. N#Cc1c(NC(=O)CCCN2C(=O)c3ccccc3C2=O)oc(-c2ccccc2)c1-c1ccccc1
    5% | 21% | 7%[9.22 µM] | -7% | -11% | 1% | 2%
3. CC1=C(C#N)c2nc(N)c(C#N)c(C)c2/C1=C\c1ccc(C)cc1
    -5% | -10% | -5% | -21% | 0% | -15% | -22%
4. Cc1ccc(OCC(=O)Nc2cccc(-c3nnc(-c4ccccc4)o3)c2)c(C)c1
    -4% | -4% | -6% | -16%[10 µM] | 2% | 3% | 1%
5. COc1cc2[nH]c(=S)n(Cc3ccco3)c(=O)c2cc1OC
    2% | -5% | 13% | 5% | -2% | -4% | 3%
6. O=C(O)CN(c1ccccn1)S(=O)(=O)c1ccccc1
    2% | 16% | 15% | -2% | -7% | -5% | -1%
7. COc1ccc(C(=O)NCc2nnc(SCC(=O)NCc3ccc(F)cc3)o2)cc1
    -20% | 4% | 5% | -2% | -1% | 4% | 2%
8. COc1cccc(C(=O)Nc2ccc(-n3nncc3C(C)(C)C)cc2)c1
    6% | nt | -32% | 15% | -12% | -4% | -2%
9. Cc1ccc(Sc2ncccc2COC(=O)Nc2ccccc2)cc1
    -1% | ? | ? | -40%[inhibitor] | -4% | 3% | 12%
10. COc1cc(S(=O)(=O)N2CCN=C2c2ccccc2)ccc1F
    -5% | ? | -18% | -74%[inhibitor][0.074 µM] | -8% | 4% | 10%
11. O=C(CCCCCn1c(=O)[nH]c2ccsc2c1=O)NCc1ccc2c(c1)OCO2
    -10% | 9% | -6% | -45%[inhibitor] | -4% | -4% | -2%
12. CCCCC(C(=O)NC1CCCC1)N(Cc1ccco1)C(=O)Cn1nnc(-c2ccc(F)cc2)n1 (stereo not drawn)
    -7% | 2% | ? | -45%[inhibitor] | ? | -8% | -15%
13. O=C(CN1CCN(c2ccc([N+](=O)[O-])cc2Cl)CC1)N1CCOCC1
    -2% | nt | 5%[9.22 µM] | -2%[10 µM] | nt | 2% | 0%
14. CCCC(=O)Nc1cccc2c1CCCC2
    0% | ? | -3% | -5% | -6% | -5% | 3%
15. COc1ccc(OC)c(-c2nnc(SCC(=O)NC3CCCCC3)o2)c1
    2% | -2% | -6% | -10% | 4% | -4% | 3%
16. Oc1cc(NCc2cccnc2)ccc1-c1nc2ccccc2o1
    1% | -8% | 8% | -13%[10 µM] | 11% | 2% | -1%
17. Cc1csc(NC(=O)CSc2nnc(Cc3cccn3C)n2-c2ccc(F)cc2)n1
    -4% | -10% | 3% | 7%[10 µM] | -2% | -4% | ?
18. CC(=O)c1sc(Nc2nc3cc4c(cc3s2)OCO4)nc1C
    -13% | ? | -11% | -25% | -6% | 4% | 11%
19. Cc1ccc(C)c(N(CC(N)=O)S(C)(=O)=O)c1
    -2% | 3% | -17% | 13% | -7% | -13% | 2%
20. CN(CC(=O)Nc1ccc(F)cc1)C(=O)COc1ccc(C(=O)c2ccccc2)cc1
    -3% | -8% | 13% | 24%[10 µM] | -1% | 8% | 5%

Copied from the list:
Entry for no. 12 under Lamin A splicing: 2%
Entry for no. 10 under CBFb RUNX1 block: 10%
Entry for no. 7 under CBFb RUNX1 block: 2%

Further compounds follow:
Value order: aGlu spleen mod | Lamin A splicing | HTT aggregate | HTT cytoprotect | GAA inh | GAA glycogen mod | CBFb RUNX1 block
21. COc1ccc(C(=O)Nc2ccc(S(=O)(=O)N3CCCCC3)cc2)cc1OC
    2% | 12% | -4% | 5% | ? | 2% | 2%
22. CN(Cc1ccc2nonc2c1)Cc1nc(CC2CC2)no1
    -16% | nt | -15% | 13% | 4% | 10% | 3%
23. O=C(NCCNc1ccc([N+](=O)[O-])cc1)c1ccco1
    5% | nt | 0%[9.22 µM] | 1%[10 µM] | nt | -8% | 4%
24. CCCNC(=O)c1cc(-c2ccco2)on1
    -4% | ? | 7% | 1.6µM* | 5% | ? | 10%
25. CCC(NC(=O)NCc1cccnc1)(C(F)(F)F)C(F)(F)F
    -7% | 1% | 11% | 5% | -4% | -2% | 5%
26. O=[N+]([O-])c1ccc(CSc2nc3ncc(Br)cc3[nH]2)cc1
    1% | nt | -18%[9.22 µM] | -9%[10 µM] | nt | 4% | 7%
27. CCNC(=O)COc1cccc2ccccc12
    3% | 1% | 4%[9.22 µM] | -16% | -2% | -12% | 0%
28. O=C1c2ccccc2C(=O)N1CCCCN(C(=O)c1ccc([N+](=O)[O-])cc1)c1ccc(Cl)cc1
    2% | 0% | -13% | -26% | -3% | -6% | -21%
29. COC(=O)c1cc(CSc2nnc(NC3CCCCC3)s2)oc1C
    -1% | ? | 28µM* | 7% | -7% | -7% | -3%
30. CCC(=O)N1c2ccc(S(=O)(=O)CCC(=O)NCCC3=CCCCC3)cc2CC1C (stereo not drawn)
    -11% | 7%[0.0737 µM] | 12% | -1% | ? | -1% | -3%
31. NC(=O)N/N=C\c1ccc([N+](=O)[O-])o1
    0%[29.1 µM] | -5% | nt | -12%[40.3 µM] | nt | nt | -4%[21.7 µM]
32. CC1=C(C(=O)Nc2cccc(F)c2)C(c2ccsc2)C2=C(CC(C)(C)CC2=O)N1 (stereo not drawn)
    -8% | ? | -4% | -49%[inhibitor][10 µM] | 10% | -13% | 3%
33. O=C1CCC(=O)N1CNc1ccc(Oc2ccccc2)cc1
    -4% | 11% | -4% | -15% | 4% | -1% | -6%
34. CCOC(=O)C(=O)Nc1nc(-c2ccccc2)c(-c2ccccc2)o1
    1% | 3% | -1% | 12%[10 µM] | 1% | 3% | -11%
35. NC(=Nc1ccc(Cl)cc1)c1ccccc1
    2% | 24%[46 µM] | 3% | -5%[10 µM] | -1% | 4% | -17%
36. Cc1[nH]n(C(N)=S)c(=O)c1N=Nc1ccc(S(=O)(=O)N2CCCC2)cc1
    -13% | 3% | -17% | 20%[1.9 µM] | ? | -3% | -7%
37. COc1ccc(CCN=C(N)NS(=O)(=O)c2ccc3ccccc3c2)cc1
    -2% | -1% | -21% | 0%[10 µM] | -22% | -6% | 10%
38. Cc1nnsc1C(=O)Nc1cccc(Cl)c1
    4% | -7%[9.22 µM] | -11% | 1% | -3% | -8% | 10%
39. Cc1ccc(-c2cc(C(=O)NCc3cn(C)nc3C)c3cc(Br)ccc3n2)cc1
    -5% | -5% | 14% | -2%[1.9 µM] | -9% | -5% | -4%
40. Cc1cccc(-n2nnnc2SC(C)C(=O)NCCC2=CCCCC2)c1 (stereo not drawn)
    -1% | 12% | ? | ? | ? | 0% | 8%

Complete entries as entered above:
Listed for NC(=O)N/N=C\c1ccc([N+](=O)[O-])o1 = aGlu spleen mod = 0%[29.1 µM]; Lamin A splicing = -5%; HTT aggregate = nt; HTT cytoprotect = -12%[40.3 µM]; GAA inh = nt; GAA glycogen mod = nt; CBFb RUNX1 block = -4%[21.7 µM]
Listed for O=C(NCCNc1ccc([N+](=O)[O-])cc1)c1ccco1 = aGlu spleen mod = 5%; Lamin A splicing = nt; HTT aggregate = 0%[9.22 µM]; HTT cytoprotect = 1%[10 µM]; GAA inh = nt; GAA glycogen mod = -8%; CBFb RUNX1 block = 4%

3 entries out of the list above, ordered by the value under GAA inh, highest first.
no. | smiles | aGlu spleen mod | HTT aggregate | GAA inh | GAA glycogen mod | CBFb RUNX1 block
32 | CC1=C(C(=O)Nc2cccc(F)c2)C(c2ccsc2)C2=C(CC(C)(C)CC2=O)N1 (stereo not drawn) | -8% | -4% | 10% | -13% | 3%
38 | Cc1nnsc1C(=O)Nc1cccc(Cl)c1 | 4% | -11% | -3% | -8% | 10%
25 | CCC(NC(=O)NCc1cccnc1)(C(F)(F)F)C(F)(F)F | -7% | 11% | -4% | -2% | 5%

Values in list order from the entries so far.
Entries 31–39 in CBFb RUNX1 block read -4%[21.7 µM], 3%, -6%, -11%, -17%, -7%, 10%, 10%, -4%

New compounds follow:
Value order: aGlu spleen mod | Lamin A splicing | HTT aggregate | HTT cytoprotect | GAA inh | GAA glycogen mod | CBFb RUNX1 block
41. Cc1nc(N2CCN(S(=O)(=O)c3ccccc3C#N)CC2)c2c(-c3cccs3)csc2n1
    -6% | -18%[46 µM] | -26% | -14% | -10% | -3% | -5%
42. O=C(Cn1cnc2c(nnn2Cc2ccc(F)cc2)c1=O)NCc1ccccc1
    2% | nt | 32%[9.22 µM] | 5%[10 µM] | nt | 2% | 6%
43. OCCC1CN(Cc2cn[nH]c2C2CCCCC2)CCN1C1CCCCC1 (stereo not drawn)
    -3% | 8%[46 µM] | 7%[9.22 µM] | 23%[10 µM] | 12% | 17% | 8%
44. COc1ccccc1C1/C(=C(/O)c2ccccc2)C(=O)C(=O)N1CC(C)O (stereo not drawn)
    0% | -3% | 14% | 2% | -4% | 4% | -6%
45. C[C@@H](C(=O)O)c1cccc(C(=O)c2ccccc2)c1
    3%[29.1 µM] | -8% | 11% | ? | nt | nt | 7%[21.7 µM]

Source: PubChem (National Center for Advancing Translational Sciences (NCATS))
